Screening results deposited in PubChem BioAssay by several laboratories.
CF NFkB inh: cystic fibrosis NF-kB activation inhibition | KKLEB NF-kB-GFP reporter, PAF-induced, GFP fluorescence overnight | inhibition, % at 5 µM | hit rate 0.86% among 360,000 | AID 588850;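 active = at least 50% inhibition at 5 µM, scaled per plate between neutral and stimulator controls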;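 note: PAF is a Pseudomonas aeruginosa culture filtrate used as stimulus; plate controls were PAF-stimulated DMSO wells for no effect and unstimulated DMSO wells for full effect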
KKLEB cytotox: reduces viability of KKLEB cystic fibrosis airway cells. KKLEB CF airway cells viability, ATPlite luminescence, overnight; active compounds read low; cells stimulated with P. aeruginosa culture filtrate. activity change (cytotoxicity), % at 5 µM. hit rate 0.36% among 360,000. AID 602141;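 active = corrected activity change at or below -50% at 5 µM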
NR2F2 inh: NR2F2 (human) inhibition, primary screen; P24468; HEK293T NGFI-A luciferase reporter, luminescence; inhibition, % at 8.6 µM; hit rate 0.7% among 370,000;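 active = inhibition above a per-plate cutoff, mean inhibition of test wells between control levels plus 3 SD, cut at about 38% in these data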;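 note: cells cotransfected with COUP-TFII expression vector driving the NGFI-A reporter; 0% = median of COUP-TF2 test wells and 100% = reporter-only cells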
NR5A2 inv ag: NR5A2 inverse agonism in reporter assay | inhibition, % at 3.6 µM | HEK293T StAR-luciferase reporter, LRH-1 transfected, 24 h | hit rate 0.13% among 360,000 | O00482;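 active = inhibition above the mean inhibition of all tested compounds plus 3 SD, cut at about 73% in these data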;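 note: 0% = DMSO wells and 100% = reporter-only cells lacking LRH-1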
TROY signal inh: blocks TROY-dependent signaling in reporter cells; hit rate 0.98% among 360,000; Q293 LMP1-TROYcd NF-kB luciferase reporter, 4 h; AID 1347056; inhibition, % at 10 µM;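 active = compounds whose plate-normalised and pattern-corrected inhibition of the luciferase reporter signal at the single screening dose is 50% or more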
TWEAK-Fn14 inh: inhibitors of TWEAK-Fn14 interaction signaling | AID 1159606 | inhibition, % at 10 µM | TWEAK-stimulated Fn14 reporter cells, luciferase luminescence, 8 h | hit rate 2% among 360,000; in the data active = inhibition above about 50%
C8 TRAIL sens: sensitizes caspase-8 expressing cells to TRAIL | hit rate 1% among 360,000 | inhibition (viability loss, TRAIL sensitization), % at 10 µM | NB7+C8 cells + TRAIL, ATPlite viability luminescence;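 active = compounds causing at least 50% loss of cell viability in the single-dose screen, relative to plate controls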
EBV LMP1 NFkB: reduces LMP1-driven NF-kappaB luciferase signal; hit rate 0.69% among 350,000; LMP1-induced NF-kappaB luciferase reporter cells, luminescence; inhibition, % at 12.5 µM; in the data active = inhibition above about 41%; inconclusive = no clear call, values can overlap the other calls;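 note: 0% = neutral control wells and 100% = reference inhibitor control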
NCOA1 inh: human NCOA1 inhibition; Q15788; HEK293 GAL4-SRC1 luciferase reporter, luminescence; inhibition, % at 3.6 µM; hit rate 0.12% among 360,000;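 active = inhibition above the campaign mean plus 3 SD, with each screening campaign given its own cutoff, cut at about 60% in these data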;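 note: 0% = DMSO treated cells and 100% = gossypol at 36 µM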
Shn3 inh set2: inhibitors of Schnurri-3 3'UTR reporter in osteoblasts; Clone20 osteoblast Shn3 3'UTR firefly luciferase, 24 h; inhibition, % at 12.5 µM; hit rate 0.52% among 360,000; AID 588674;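 active = mean inhibition of at least 75% with every replicate also reaching 75%; inconclusive = mean inhibition at least 75% but some replicate below; inactive = mean inhibition below 75%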;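 note: 0% = median of neutral control wells and 100% = pilot-screen positive control compound; some compounds past the cut are filed as inactive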
NCOA3 inh: inhibits human SRC3 coactivator; inhibition, % at 3.6 µM; hit rate 0.17% among 360,000; HEK293 GAL4-SRC3 luciferase reporter, luminescence; AID 588352;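 active = inhibition above a per-campaign cutoff, the mean of all compounds plus 3 SD, cut at about 60% in these data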;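 note: 0% = DMSO-treated cells and 100% = gossypol-treated cells at 36 µM; higher means less SRC3-driven luciferase light from the GAL4 reporter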
Target sequence (Q9Y6Q9 whole entry, looked up, the tested form may be a part): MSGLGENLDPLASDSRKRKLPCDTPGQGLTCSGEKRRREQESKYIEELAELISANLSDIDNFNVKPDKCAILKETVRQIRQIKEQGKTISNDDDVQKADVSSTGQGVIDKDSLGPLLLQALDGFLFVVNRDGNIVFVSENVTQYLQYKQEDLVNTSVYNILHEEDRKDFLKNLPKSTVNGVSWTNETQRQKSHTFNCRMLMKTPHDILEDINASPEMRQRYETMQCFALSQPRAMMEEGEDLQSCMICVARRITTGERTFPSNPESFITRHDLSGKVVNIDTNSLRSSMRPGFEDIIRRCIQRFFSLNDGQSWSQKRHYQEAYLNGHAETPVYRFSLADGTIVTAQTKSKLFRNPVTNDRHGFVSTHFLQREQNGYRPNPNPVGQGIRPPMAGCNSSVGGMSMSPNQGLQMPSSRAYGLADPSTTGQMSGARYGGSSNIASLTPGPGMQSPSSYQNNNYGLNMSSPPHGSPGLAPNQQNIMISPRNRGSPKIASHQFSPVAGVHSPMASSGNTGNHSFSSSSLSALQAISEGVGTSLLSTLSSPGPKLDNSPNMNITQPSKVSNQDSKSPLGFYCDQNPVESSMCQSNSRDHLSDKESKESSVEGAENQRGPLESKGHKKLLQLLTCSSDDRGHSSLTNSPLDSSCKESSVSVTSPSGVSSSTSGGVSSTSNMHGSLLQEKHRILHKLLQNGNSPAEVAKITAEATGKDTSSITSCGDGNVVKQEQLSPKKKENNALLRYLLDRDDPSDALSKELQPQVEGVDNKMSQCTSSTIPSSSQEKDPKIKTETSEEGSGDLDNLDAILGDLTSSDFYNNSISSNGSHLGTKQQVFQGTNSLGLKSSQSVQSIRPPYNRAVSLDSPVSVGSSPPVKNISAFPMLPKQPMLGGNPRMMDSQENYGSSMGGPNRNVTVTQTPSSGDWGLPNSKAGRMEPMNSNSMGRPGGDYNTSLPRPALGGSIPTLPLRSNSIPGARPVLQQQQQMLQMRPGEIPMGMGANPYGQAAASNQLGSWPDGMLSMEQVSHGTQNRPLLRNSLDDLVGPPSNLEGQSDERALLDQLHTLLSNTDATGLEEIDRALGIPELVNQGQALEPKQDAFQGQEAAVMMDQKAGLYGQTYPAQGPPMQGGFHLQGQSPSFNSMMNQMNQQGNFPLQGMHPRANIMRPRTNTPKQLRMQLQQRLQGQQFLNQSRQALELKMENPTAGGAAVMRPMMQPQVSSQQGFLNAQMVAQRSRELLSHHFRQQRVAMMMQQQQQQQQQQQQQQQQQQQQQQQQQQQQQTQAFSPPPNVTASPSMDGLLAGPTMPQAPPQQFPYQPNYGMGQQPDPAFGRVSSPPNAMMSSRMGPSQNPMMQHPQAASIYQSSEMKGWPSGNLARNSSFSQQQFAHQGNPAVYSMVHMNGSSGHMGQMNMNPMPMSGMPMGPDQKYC
Active calls of the source: *; ? = inconclusive; . = no result given.

entry	canonical_smiles	CF NFkB inh	KKLEB cytotox	NR2F2 inh	NR5A2 inv ag	TROY signal inh	TWEAK-Fn14 inh
1	CN(C(=O)CC1C(=O)NCCN1Cc1ccc2ccccc2c1)C1CCOCC1 (stereo not given)	15	7	8	-10	-11	17
2	CN(Cc1ccccc1)N=Nc1ccccc1	1	-13	7	9	-13	11
3	CCc1ccc(CN(C)CC(=O)Nc2ccc(S(=O)(=O)N3CCOCC3)cc2)cc1	16	-6	12	4	3	-1
4	CCOC(=O)C1CCN(C(=O)C2c3ccccc3C(=O)N(C)C2c2ccc(OC)cc2)CC1 (stereo not given)	10	-15	3	7	0	11
5	CCCN1Cc2cccc(C(=O)N3CCN(c4cc(Cl)ccc4C)CC3)c2C1=O	4	-23	.	12	33	-9
6	Cc1ccc2nc(/C(C#N)=C/c3cn[nH]c3-c3ccc(F)cc3)[nH]c2c1	-4	-6	-3	-10	16	59*
7	CN(CC1CCCO1)S(=O)(=O)c1ccc(C(=O)Nc2nc(-c3ccccn3)cs2)cc1 (stereo not given)	-21	27	.	58	30	23
8	COc1ccc(CN2C(=O)CSC2c2ccncc2)cc1 (stereo not given)	7	5	-2	12	7	-11
9	c1ccc(CNc2ncnc3scc(-c4cccs4)c23)nc1	52*	-6	60*	2	43	49
10	CCn1cc(C(=O)N[C@@H](C)C(=O)NCCCN2CCOCC2)c(=O)c2cc3c(cc21)OCO3	-1	5	2	3	-8	-5
11	O=C(N/N=C/c1cn(-c2ccccc2)nc1-c1cc2ccccc2o1)c1ccncc1	-10	-8	-42	-135	28	70*
12	Cc1ccc(S(=O)(=O)CCC(=O)NCc2ccccc2F)cc1	-7	-9	10	-8	-5	27

entry	C8 TRAIL sens	EBV LMP1 NFkB	NCOA1 inh	Shn3 inh set2	NCOA3 inh
1	-2	-12	12	-20	-9
2	-14	-7	0	-22	10
3	-4	3	-14	14	14
4	54*	-1	-12	6	14
5	-5	3	-6	13	8
6	3	13	5	35	11
7	0	27	32	90*	29
8	-9	3	12	32	12
9	16	?	11	83	31
10	-24	9	-3	8	9
11	45	-4	-101	11	-113
12	4	-4	-23	-8	0

More entries
entry	canonical_smiles	CF NFkB inh	KKLEB cytotox	NR2F2 inh	NR5A2 inv ag	TROY signal inh	TWEAK-Fn14 inh
13	Cc1ccc2c(c1)C(=O)CCN2	-29	9	-8	18	-14	0
14	CCC(=O)Nc1nc2c(s1)COc1ccccc1-2	1	5	18	-6	-16	9
15	COc1ccccc1CNC(=O)COc1ccc(C)nc1[N+](=O)[O-]	20	-7	8	-2	-14	-19
16	COc1ccccc1CNC(=O)CSc1ccccc1	-1	26	-29	-77	25	-14
17	Cc1ccc(NC(=O)C(NC2CCCC2)c2ccccc2)cc1Cl (stereo not given)	-2	-4	-5	3	-20	8
18	CC(C)CCNC(=O)Cn1c2c(c(-c3ccccc3Cl)cc1=O)CCC2	5	2	-21	0	2	13
19	CCOc1ccc(-c2cc(C(=O)N/N=C/c3cccnc3)c3ccccc3n2)cc1	2	-12	-57	-1	-11	-32
20	Cc1cc2ncn(C(=O)c3cc(-c4ccccc4)nc4ccccc34)c2cc1C	5	-5	14	11	-2	4
21	O=S(=O)(NCCCN1CCOCC1)c1ccc(Cl)cc1	4	-5	-28	-1	8	6
22	Fc1ccc(Nc2ncnc3ccccc23)cc1	26	2	8	-34	-14	8
23	COc1ccc(/C=N/OCC(=O)N=Nc2c(O)[nH]c3ccc(Br)cc23)cc1OC	5	0	7	-1	14	-1
24	Cc1ccc(CN2CCNC(=O)C2CC(=O)NCc2csc(C(C)C)n2)cc1 (stereo not given)	11	-4	-4	-1	-6	9

entry	C8 TRAIL sens	EBV LMP1 NFkB	NCOA1 inh	Shn3 inh set2	NCOA3 inh
13	-6	-4	13	3	0
14	10	-8	8	4	3
15	-14	6	19	6	8
16	-6	-12	-46	-34	-34
17	3	8	-29	11	8
18	-4	-10	-3	20	11
19	74*	12	-209	-54	-84
20	-3	-4	-21	-9	14
21	-1	-13	9	-8	-17
22	-6	10	10	4	-8
23	-10	-13	10	8	9
24	15	0	-26	8	-3

Whole records, quoted from the list.
`CN(Cc1ccccc1)N=Nc1ccccc1` as listed: CF NFkB inh = 1; KKLEB cytotox = -13; NR2F2 inh = 7; NR5A2 inv ag = 9; TROY signal inh = -13; TWEAK-Fn14 inh = 11; C8 TRAIL sens = -14; EBV LMP1 NFkB = -7; NCOA1 inh = 0; Shn3 inh set2 = -22; NCOA3 inh = 10
`O=C(N/N=C/c1cn(-c2ccccc2)nc1-c1cc2ccccc2o1)c1ccncc1` as listed: CF NFkB inh = -10; KKLEB cytotox = -8; NR2F2 inh = -42; NR5A2 inv ag = -135; TROY signal inh = 28; TWEAK-Fn14 inh = 70*; C8 TRAIL sens = 45; EBV LMP1 NFkB = -4; NCOA1 inh = -101; Shn3 inh set2 = 11; NCOA3 inh = -113

(next part)
entry	canonical_smiles	CF NFkB inh	KKLEB cytotox	NR2F2 inh	NR5A2 inv ag	TROY signal inh	TWEAK-Fn14 inh
25	CCOC(=O)c1sc(NC(=O)C(CC)Sc2nc3ccccc3[nH]2)nc1C (stereo not given)	-9	-12	-2	2	15	-4
26	COCCN(C(=O)CSc1nc2ccc(C)cc2[nH]1)c1c(N)n(Cc2ccccc2)c(=O)[nH]c1=O	23	10	12	5	17	14
27	COc1ccc(-c2noc(COc3ccc4ccccc4c3Br)n2)cc1OC	16	-23	-2	-10	-5	-51
28	CCc1ccc(CN(C(=O)c2cccs2)C2CCS(=O)(=O)C2)cc1 (stereo not given)	-8	8	-2	11	-4	-5
29	Cc1ccc(C(=O)N(C)CC(=O)Nc2cccc(F)c2)cc1S(=O)(=O)N1CCCCC1	-6	13	2	-7	-17	10
30	Cc1ccc(C(=O)CSc2nnc(CNc3ccc(F)cc3)o2)cc1	6	-8	9	-16	5	-3
31	COc1cccc(NC(=O)CSc2nnc(-c3ccoc3C)n2CC2CCCO2)c1 (stereo not given)	-1	0	24	-3	6	9
32	Cc1ccc(S(=O)(=O)NCCC(=O)NCCN2CCCCCC2)cc1	-1	10	2	-8	-11	1
33	COc1ccc(C)cc1NC(=O)c1cc(C2CC2)nc2c1c(C)nn2C1CCS(=O)(=O)C1 (stereo not given)	-4	10	-2	-13	-8	-12
34	CCCCN1C(=O)CC(Sc2ccccc2C(=O)O)C1=O (stereo not given)	-3	7	13	-1	9	2
35	CCCCNC(=O)C1c2ccccc2Oc2ccccc21	-3	5	8	3	-9	8
36	COc1cccc(C(=O)CSc2nc3cccnc3n2C)c1	-7	-9	10	14	6	6

entry	C8 TRAIL sens	EBV LMP1 NFkB	NCOA1 inh	Shn3 inh set2	NCOA3 inh
25	-7	2	-28	22	-1
26	-6	-2	-3	6	6
27	-9	14	1	-5	1
28	12	-2	18	0	-4
29	-6	-2	-9	0	-18
30	-2	1	-22	13	13
31	4	-1	-1	2	11
32	9	1	-18	7	3
33	-9	3	-5	-5	3
34	-9	-1	-9	-21	1
35	0	5	-5	-4	9
36	-7	-1	-5	6	-2

Some of the entries above, reformatted.
No.	canonical_smiles	CF NFkB inh	KKLEB cytotox	NR2F2 inh	NR5A2 inv ag	TROY signal inh	TWEAK-Fn14 inh	C8 TRAIL sens	EBV LMP1 NFkB	NCOA1 inh	Shn3 inh set2	NCOA3 inh
32	Cc1ccc(S(=O)(=O)NCCC(=O)NCCN2CCCCCC2)cc1	-1	10	2	-8	-11	1	9	1	-18	7	3
33	COc1ccc(C)cc1NC(=O)c1cc(C2CC2)nc2c1c(C)nn2C1CCS(=O)(=O)C1 (stereo not given)	-4	10	-2	-13	-8	-12	-9	3	-5	-5	3
34	CCCCN1C(=O)CC(Sc2ccccc2C(=O)O)C1=O (stereo not given)	-3	7	13	-1	9	2	-9	-1	-9	-21	1

Later entries:
entry	canonical_smiles	CF NFkB inh	KKLEB cytotox	NR2F2 inh	NR5A2 inv ag	TROY signal inh	TWEAK-Fn14 inh
37	Cc1cccc(OCC(=O)OCC(=O)N2CCN(C(=O)c3ccco3)CC2)c1C	-15	1	13	4	1	8
38	Cc1ccc(OCCn2ccc(=O)[nH]c2=O)cc1C	-33	-5	0	20	6	-8
39	C[C@H]1CCCCO[C@H](CN(C)Cc2ccccc2)[C@@H](C)CN([C@@H](C)CO)C(=O)c2cc(NC(=O)CCC(F)(F)F)ccc2O1	-5	9	-7	10	4	3
40	Clc1ccc(C2=NNC(=NCc3ccc4c(c3)OCO4)SC2)cc1	-24	16	26	27	-10	-16
41	CCOc1ccccc1NC(=O)C(c1ccccc1)N1CCN(CC(=O)N2CCCC2)CC1 (stereo not given)	19	-3	18	-1	-15	-7
42	O=C(CSc1nc2c(cnn2-c2cccc(Cl)c2)c(=O)[nH]1)NCCC1=CCCCC1	7	9	-18	-1	14	-7
43	CCC1CCCCN1C(=O)Cn1c(=O)n(CCCC(=O)NCc2ccco2)c(=O)c2sccc21 (stereo not given)	-8	6	8	-20	-5	7
44	C/C(=N\Nc1cc(C)nc(-c2ccccc2O)n1)c1ccccc1	-2	-9	-10	1	-24	20
45	Cc1cccc(NC(=S)NNC(=O)c2sccc2C)c1	-17	-6	-38	-95	-25	-33
46	C=CCC1(CC=C)CCCN1C(=O)C1CCC(=O)N(CCc2ccccc2)C1 (stereo not given)	-33	10	-39	-118	-79	-19
47	CC(C)C(c1nnnn1C1CCCCC1)N1CCc2ccccc2C1 (stereo not given)	-4	11	-17	-3	1	7
48	CCOc1ccc(Nc2ccnc3cc(Cl)ccc23)cc1	23	-19	27	-20	-61	-3

entry	C8 TRAIL sens	EBV LMP1 NFkB	NCOA1 inh	Shn3 inh set2	NCOA3 inh
37	-11	-4	-16	9	5
38	-16	-2	-3	11	6
39	-3	8	-2	-5	19
40	3	1	-12	-1	-3
41	10	4	-23	-13	-40
42	-2	-1	-13	2	12
43	13	6	4	6	1
44	27	-15	-20	-1	-6
45	9	3	-71	-40	-47
46	5	-41	-89	-8	-94
47	-9	8	1	-15	8
48	35	16	-10	-22	17

New compounds follow:
entry	canonical_smiles	CF NFkB inh	KKLEB cytotox	NR2F2 inh	NR5A2 inv ag	TROY signal inh	TWEAK-Fn14 inh
49	CCOc1cc2c(cc1/C=C/c1noc(C)c1[N+](=O)[O-])OC(C)C2 (stereo not given)	-87	1	-7	9	3	20
50	COC(=O)c1ccc(NC(=O)CSc2nnc(COc3ccc4c(c3)CCCC4)o2)cc1	-4	7	5	41	-33	-4
51	CCCCSCc1ccc(C(=O)O)o1	-11	11	14	-10	-9	-5
52	CN(Cc1ccno1)Cc1cn(C)nc1-c1ccc(Oc2ccccc2)cc1	-8	2	4	-6	10	-17
53	C=CCN1C(=O)c2ccc(C(=O)OCC(=O)Nc3ccc(S(N)(=O)=O)cc3)cc2C1=O	5	21	-13	-6	-21	8

entry	C8 TRAIL sens	EBV LMP1 NFkB	NCOA1 inh	Shn3 inh set2	NCOA3 inh
49	-4	2	14	0	17
50	10	-19	-4	-22	7
51	-9	-6	5	-14	4
52	-3	-3	-14	21	22
53	-5	1	-5	-17	-13

The list is partial (hit frequency here may not be typical).
